# Compound activity (PubChem BioAssay)
# Rtt109 Vps75: blocks Candida albicans Rtt109/Vps75 acetyltransferase activity. Q5AAJ8. purified Rtt109/Vps75, ThioGlo CoA-SH fluorescence, 4 h. hit rate 0.16% among 330,000. inhibition, % at 34.9 µM;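 active = inhibition of at least 50% in every replicate; inconclusive = best replicate reaches 50% inhibition but some replicates fall short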
# Target sequence (Q5AAJ8 whole entry, looked up): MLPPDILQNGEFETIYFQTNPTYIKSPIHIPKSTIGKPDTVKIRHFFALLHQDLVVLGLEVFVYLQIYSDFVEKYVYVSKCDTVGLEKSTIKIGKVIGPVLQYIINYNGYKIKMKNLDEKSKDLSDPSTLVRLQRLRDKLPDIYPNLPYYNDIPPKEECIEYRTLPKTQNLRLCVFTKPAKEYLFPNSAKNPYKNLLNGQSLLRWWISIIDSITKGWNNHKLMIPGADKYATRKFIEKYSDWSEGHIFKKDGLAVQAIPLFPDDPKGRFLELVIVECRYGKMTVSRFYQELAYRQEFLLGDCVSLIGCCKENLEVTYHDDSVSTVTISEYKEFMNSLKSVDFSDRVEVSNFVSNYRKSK
# Wnt bcat act: Wnt/beta-catenin pathway activation. Wnt/beta-catenin reporter cell assay, activator, plate reader. activation, % at 9.35 µM. hit rate 1.2% among 300,000; in the data active = activation above about 30%, passing the limit was not always enough; inconclusive = no clear call, values can overlap the other calls;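 also: 0% = neutral control wells and 100% = positive control wells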
# PfHsp90 yeast 2: growth inhibition of yeast expressing Plasmodium Hsp90. S. cerevisiae expressing PfHsp90, BacTiter-Glo ATP, 48 h; yeast lacking PDR1 and PDR3 efflux regulators. inhibition, % at 9.4 µM. hit rate 0.32% among 310,000. AID 504621;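 active = every replicate shows inhibition above about 80%, whatever the replicate mean, limit read from the data; inconclusive = mean inhibition reaches the set limit but some replicate falls short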;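 also: 0% = DMSO neutral controls and 100% = 20 µM radicicol positive controls; yeast relying on Plasmodium falciparum Hsp90 in place of its own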
# Ecoli viability: reduces bacterial viability in AddAB counter-screen; hit rate 0.27% among 330,000; E. coli V3065 growth, OD600 absorbance, 18 h; AID 449728; inhibition, % at 11.9 µM;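 active = inhibition above the campaign's mean inhibition across all tested compounds plus 3 SD, cut at about 9.9% in these data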;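 also: uninfected addAB+ strain grown without phage in ampicillin broth; 0% = DMSO wells and 100% = ciprofloxacin 0.95 µg/ml wells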
# DAGLB inhibitor: diacylglycerol lipase beta (human) inhibition | Q8NCG7 | HEK293T DAGLB membrane lysate, EnzChek fluorogenic substrate | inhibition, % at 5.17 µM | hit rate 0.059% among 340,000 | AID 504411; in the data active = inhibition above about 34%;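 also: 0% = enzyme with vehicle and 100% = wells lacking enzyme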
# Target sequence (Q8NCG7 whole entry, looked up): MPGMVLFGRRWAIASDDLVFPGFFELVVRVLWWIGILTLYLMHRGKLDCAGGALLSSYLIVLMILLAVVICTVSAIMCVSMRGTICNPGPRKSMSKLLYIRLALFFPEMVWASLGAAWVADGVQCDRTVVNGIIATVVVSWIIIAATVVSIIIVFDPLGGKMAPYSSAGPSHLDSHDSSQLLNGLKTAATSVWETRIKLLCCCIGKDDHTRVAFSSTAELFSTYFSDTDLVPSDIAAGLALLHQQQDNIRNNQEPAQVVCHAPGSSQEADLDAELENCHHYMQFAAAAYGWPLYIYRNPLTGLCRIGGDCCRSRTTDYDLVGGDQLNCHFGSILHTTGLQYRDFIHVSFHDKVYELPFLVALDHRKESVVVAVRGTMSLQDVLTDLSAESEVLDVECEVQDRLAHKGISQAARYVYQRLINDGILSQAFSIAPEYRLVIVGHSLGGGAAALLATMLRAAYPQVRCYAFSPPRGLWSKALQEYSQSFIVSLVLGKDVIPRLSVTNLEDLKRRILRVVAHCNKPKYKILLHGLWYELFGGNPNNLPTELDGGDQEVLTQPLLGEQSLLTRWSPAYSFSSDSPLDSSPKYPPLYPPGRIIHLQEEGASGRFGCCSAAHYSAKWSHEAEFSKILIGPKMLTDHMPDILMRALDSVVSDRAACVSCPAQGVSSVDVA
# CAL PDZ inh: human CAL PDZ-peptide interaction inhibition | purified CAL PDZ, TMR-peptide fluorescence polarization, 1 h | Q9HD26 | hit rate 0.02% among 330,000 | inhibition, % at 20 µM;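 active = highest replicate inhibition of at least 40%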;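 also: plate controls were DMSO neutral control wells for no effect and unlabeled competitor peptide control wells for full effect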
#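 Test system: tagged CAL PDZ domain / Buffer or medium: sodium phosphate/NaCl buffer pH 7.4 with TCEP, IgG, Thesit / Reagent: TMR-labelled reporter peptide T*-PRC34 bound in PDZ groove / Compound dosing: single point, 20 µM / Schedule: 1 h incubation at room temperature before polarization reading / Technique: fluorescence polarization (mP) / Benchmarks: unlabelled peptide, DMSO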
# phage Ecoli inh: E. coli growth loss with phage present. growth absorbance. inhibition, % at 11.9 µM. hit rate 0.26% among 360,000. AID 651602; in the data active = inhibition above about 11%
# AddAB inh: less growth of phage-infected E. coli with AddAB; E. coli expressing H. pylori AddAB, absorbance growth; inhibition, % at 11.9 µM; hit rate 0.29% among 330,000; AID 435030; in the data active = inhibition above about 12%;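 also: 0% = vehicle wells of infected cells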
# Tat transport: blocks Tat-dependent protein export in E. coli; E. coli MC4100 TorA-mCherry Tat export, fluorescence; inhibition, % at 10 µM; hit rate 0.036% among 340,000; AID 488895;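 active = mean replicate inhibition at least 50% and at least half of replicates individually reaching 50%; inconclusive = only one of the two criteria met; inactive = neither criterion met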;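 also: exported cargo escapes ClpAP degradation while cytoplasmic cargo is degraded and loses fluorescence; 0% = median of neutral control wells and 100% = median of NaSCN control wells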
# PvdQ acylase: blocks Pseudomonas aeruginosa PvdQ acylase activity; hit rate 0.063% among 340,000; inhibition, % at 10 µM; purified PvdQ acylase, fluorescence plate reader; in the data active = inhibition above about 30%, passing the limit was not always enough; inconclusive = no clear call, values can overlap the other calls;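 also: 0% = vehicle neutral wells and 100% = reference inhibitor wells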
# An asterisk follows results filed as active; ? = inconclusive; · = no result given.
canonical_smiles	Rtt109 Vps75	Wnt bcat act	PfHsp90 yeast 2	Ecoli viability	DAGLB inhibitor	CAL PDZ inh	phage Ecoli inh	AddAB inh	Tat transport	PvdQ acylase
Cc1ccc(/C=N\NC(=O)Cn2c(C)nc3ccccc32)o1	9.2	·	·	-1.8	0.2	-2.5	2.7	2.7	-9.6	-4.4
O=C(Nc1nc(-c2ccccc2)cs1)c1cccs1	13.3	·	6.2	1.0	-7.7	-5.6	4.0	2.6	6.4	0.2
CC(C)c1cc(N2CCOCC2)n2ncc(-c3ccccc3)c2n1	-7.1	-1.7	-4.2	·	-3.2	·	1.2	·	15.9	0.4
CCOC(=O)N1CCN(C(=O)C(C)n2nc(C)n3c(cc4sccc43)c2=O)CC1 (configuration not stated)	0.8	·	34.8	-0.2	-0.8	-1.4	0.5	-0.7	3.9	-9.3
CCOC(=O)/C=C1\NC(=O)CS1	-5.9	·	-4.1	0.3	-2.6	-2.7	1.6	1.0	0.7	-4.3
Cc1c(C)n2c(SCC(=O)Nc3cccc4ccccc34)nnc2[nH]c1=O	-2.4	-1.7	·	-0.1	1.1	-2.5	2.9	1.1	-2.3	11.6
O=C(Oc1ccc(C(=S)N2CCOCC2)cc1Br)c1ccccc1F	-1.6	-1.3	25.9	0.9	-3.1	-1.7	2.3	0.1	-4.6	-11.9
O=S(=O)(Cc1ccc(Cl)cc1)C1CCCCC1O (configuration not stated)	-13.9	0.3	8.1	1.5	-0.2	-0.1	-1.5	2.1	6.9	-6.3
CCCOC(=O)c1c(-c2ccc(C)cc2C)csc1NC(=O)C1C2CCC(O2)C1C(=O)O (configuration not stated)	?	-3.8	-10.1	0.9	14.4	-2.7	4.2	-0.4	-6.0	3.4
CC(C)(Oc1ccc(Cl)cc1)C(=O)Nc1ccncc1	-17.2	·	-6.3	0.4	-6.0	·	3.3	-0.8	11.6	-9.1
COc1ccc(-c2ccc(=O)n(Cc3cccc(Cl)c3)n2)cc1	15.5	0.4	-3.9	2.7	-1.0	-2.6	3.0	1.6	2.9	7.4
O=C1OCCC1(c1ccccc1)c1ccccc1	-14.3	-1.7	-14.5	·	0.6	-0.6	3.8	·	7.4	-9.8
CN(C(=O)CSc1nnc(-c2ccco2)n1Cc1ccccc1)C1CCS(=O)(=O)C1 (configuration not stated)	8.1	4.3	7.7	1.8	-1.7	-0.5	1.2	4.2	-8.1	3.4
NS(=O)(=O)c1ccc(CNC(=O)c2ccc3ccccc3n2)cc1	6.0	0.5	-23.3	-0.8	-0.2	-2.1	-0.1	-0.2	-3.9	14.3
CCCC(=O)Nc1nnc(SCC(=O)N2CCN(c3ccccc3)CC2)s1	27.8	-2.8	6.2	0.4	0.2	-2.3	0.0	0.3	-1.1	13.1

canonical_smiles	Rtt109 Vps75	Wnt bcat act	PfHsp90 yeast 2	Ecoli viability	DAGLB inhibitor	CAL PDZ inh	phage Ecoli inh	AddAB inh	Tat transport	PvdQ acylase
Cc1ccc(OCC(=O)Nc2ccccc2[N+](=O)[O-])c(Br)c1	-2.8	63.6*	-1.3	0.2	-15.3	0.6	3.7	0.6	-3.0	-0.4
COc1ccccc1NC(=O)Nn1cnnc1	0.9	·	-4.4	1.4	0.0	-0.8	2.9	3.5	-6.0	9.0
COC(=O)C1=C(C)NC(=O)/C1=C\c1cc(C)n(-c2c(C)cccc2C)c1C	-3.8	7.3	-38.3	-2.0	3.0	-3.4	0.8	1.3	5.9	-10.3
CC(=O)N1CCN(C(=O)c2ccc(C)c(S(=O)(=O)N3CCCCC3)c2)CC1	1.7	-1.2	-11.1	0.6	3.8	-4.8	0.5	2.2	4.0	-5.8
CC(=O)NCc1ccc(S(=O)(=O)N/N=C/c2ccc(N(C)C)cc2)cc1	·	-5.4	-23.8	-2.1	-0.4	-2.6	2.6	-0.2	-8.8	-11.8
CN1CCC(N2CCCC(C(=O)O)C2)CC1 (configuration not stated)	-7.3	-1.4	·	-1.3	5.5	-0.8	1.9	0.8	10.4	-3.2
CCOC(=O)C1=C(C)N(CCCC(=O)O)C(=O)NC1c1ccccc1OS(=O)(=O)c1ccc([N+](=O)[O-])cc1 (configuration not stated)	-1.6	-1.8	-4.2	-2.4	-0.3	0.2	2.1	2.0	3.3	-7.5
CCC(=O)OC1c2ccccc2C(=O)N1Cc1ccccc1 (configuration not stated)	1.4	0.5	-16.8	4.8	-0.8	-0.3	3.4	1.4	-6.0	-9.3
CCOC(=O)N1CCC(N2C(=O)c3ccccc3C2Nc2ccc(S(=O)(=O)N(CC)CC)cc2)CC1 (configuration not stated)	23.0	-1.5	-50.1	2.2	1.5	-0.8	0.1	-0.8	3.5	-11.9
COC(=O)C1=C(Nc2ccccc2NC(=O)c2ccccc2C(=O)O)CSC1	2.4	41.5*	-0.8	-1.1	-0.1	1.5	0.5	-1.4	13.2	6.4
CCC(C)(C)C1CCc2[nH]nc(C(=O)NC3CCCCC3)c2C1 (configuration not stated)	-0.8	5.2	2.8	-1.2	-2.6	0.0	2.1	1.8	-45.6	-6.4
COc1ccc(C(C)=O)cc1CSc1nnc(C)s1	-1.8	·	18.8	2.4	0.6	-1.2	0.5	0.9	-4.2	-13.1
O=C(COc1ccc2ccc(=O)oc2c1)Nc1cccnc1	5.0	3.1	27.3	-0.2	2.1	-2.5	-3.0	4.6	-1.0	-7.3
O=C(C(c1ccccc1)c1ccccc1)N1CC[C@@]2(O)CCCC[C@H]2C1	3.3	-1.5	4.0	2.6	-1.6	0.1	0.4	4.5	-1.6	-1.7
COc1ccc(NC(=O)CSc2nnc(-c3ccoc3C)n2CC2CCCO2)cc1 (configuration not stated)	20.7	·	21.7	0.6	-1.1	-2.1	0.3	1.8	-2.4	1.9

canonical_smiles	Rtt109 Vps75	Wnt bcat act	PfHsp90 yeast 2	Ecoli viability	DAGLB inhibitor	CAL PDZ inh	phage Ecoli inh	AddAB inh	Tat transport	PvdQ acylase
O=C(CN1C(=O)C2CC=CCC2C1=O)NC1CCCc2ccccc21 (configuration not stated)	2.9	·	·	3.3	2.0	0.4	2.1	1.4	3.5	-3.0
Cc1cc(C(F)F)nn1CC(=O)N1CCSCC1	3.3	1.6	-11.0	-1.2	-2.5	-1.1	3.4	3.9	-0.8	1.0
CCOC(=O)C(Oc1ccc2c(-c3ccc(OC)cc3)cc(=O)oc2c1C)c1ccccc1 (configuration not stated)	-4.4	·	·	0.3	-8.7	0.0	1.8	2.6	8.0	6.5
COC(=O)c1ccc(Oc2c(C(F)(F)F)oc3c(CN4CCN(C)CC4)c(O)ccc3c2=O)cc1	-29.5	·	3.7	-2.8	1.2	-1.1	2.1	1.0	7.0	-0.1
CCOC(=O)c1cocc1C(=O)O	1.8	-1.2	3.8	·	2.4	0.3	3.3	·	1.1	17.7
COc1ccc(/C=N/NC(=O)CC(=O)NCCc2ccccc2)cc1OC	3.6	-6.4	·	-1.4	-2.7	-1.5	-1.9	2.0	-3.9	19.6
Nc1nonc1NC(=O)CSc1ncccc1C(=O)O	2.2	-1.5	-19.7	1.3	-0.3	-2.3	1.9	0.8	4.4	-6.7
Cc1ccc(-c2c(C(=O)N/N=C/c3ccc4c(c3)OCO4)nnn2-c2nonc2N)cc1	-0.2	-1.7	7.8	-1.2	1.9	-2.3	0.8	1.3	8.2	-1.1
CC1(C)c2ccccc2-c2nc3ccccc3cc2C1O (configuration not stated)	2.4	1.0	-20.4	-0.7	1.2	-0.7	1.8	0.8	-9.4	-9.4
O=C(NCCS(=O)(=O)NCCc1ccccc1)c1ccc2c(c1)OCO2	-2.0	-1.1	·	0.7	0.9	-3.0	4.4	4.7	-9.2	5.1
CCN(CC)c1ccc(CNc2ccc3c(c2)ncn3CC)cc1	·	0.0	·	-1.2	·	·	2.9	0.8	·	·
Cc1ccccc1N1CN(Cc2ccco2)CNC1=S	2.6	-0.4	13.6	-2.2	-5.6	-0.3	3.3	-1.7	-4.6	2.0
O=C(NNC(=O)c1ccncc1)Nc1ccc(Br)cc1	-0.9	8.2	13.0	·	-2.2	-1.0	2.8	·	0.9	-11.7
CCOC(=O)c1c(N2C(=O)Nc3ccccc3N2O)n[nH]c1-c1cccc(Cl)c1	4.9	-3.8	4.5	-0.9	1.7	-1.7	3.1	4.0	-0.6	10.5
CC(C)c1ccc(NC(=S)NCc2ccc3c(c2)OCO3)cc1	-3.0	-2.3	-7.3	2.5	-4.6	-0.2	5.2	1.8	3.2	-24.1

canonical_smiles	Rtt109 Vps75	Wnt bcat act	PfHsp90 yeast 2	Ecoli viability	DAGLB inhibitor	CAL PDZ inh	phage Ecoli inh	AddAB inh	Tat transport	PvdQ acylase
O=C(O)CCC(=O)Nc1ccc(Cc2ccc(NC(=O)CCC(=O)O)c(O)c2)cc1O	2.7	-1.0	·	-0.8	1.0	·	4.2	-1.2	8.3	-8.7
Cc1ccc(-n2nc3c(c2NC(=O)C2CC2)CS(=O)(=O)C3)cc1C	-5.6	0.5	-18.1	1.4	-2.3	-2.8	0.9	0.4	0.4	-18.2
NC(=O)c1cccnc1Sc1ccc(Cl)cc1	4.7	-2.6	-10.0	1.1	-1.6	-3.5	2.2	2.0	-2.8	-5.9
CCc1ccc(NC(=O)COC(=O)Cn2cnc3ccccc32)cc1	-1.3	2.6	·	·	1.8	-1.7	4.0	·	-4.2	-6.9
COc1ccc(C(=O)c2ccccc2O)c(O)c1	3.3	-2.4	0.0	0.5	-1.6	-0.2	4.5	0.6	-2.6	15.6
N#C/C(=C\c1ccccc1)C(=O)N1CCN(c2ccccc2F)CC1	0.9	1.8	11.6	3.5	-5.7	0.7	-1.1	4.4	0.0	-10.1
CCOC(=O)c1cc(CC)sc1/N=C/C1=C(O)CC(C)(C)CC1=O	-5.9	·	-138.0	1.9	0.6	-0.7	-0.2	3.2	4.3	-7.0
COc1ccc2[nH]c3c(c2c1)CCN1C(=O)C(CC(=O)NCCN2CCOCC2)C[C@H](C(=O)N2CCOCC2)[C@@]31CCC1CCCC1 (some centres not stated)	3.7	-0.6	16.8	-2.1	-0.1	0.2	2.4	-1.4	6.3	-1.9
Cc1ccc(S(=O)(=O)NCC(=O)OCC(=O)NCc2cccs2)cc1	-5.0	-1.3	·	1.7	-0.4	-3.1	-0.2	-0.7	0.2	-9.7
Cc1nc2ccc(NC(=O)NCc3ccco3)cc2s1	14.4	7.4	12.1	-0.7	-2.6	-1.8	0.5	1.0	8.1	8.5
C=CCSc1nnc(NC(=O)C23CC4CC(CC(NC(C)=O)(C4)C2)C3)s1	-4.3	5.7	4.0	-0.1	-0.6	-2.0	0.2	2.1	-4.6	-12.8
CC1([N+](=O)[O-])COC2(CCCCC2)OC1	9.3	-4.6	6.4	·	3.4	-1.3	5.0	·	-2.0	-11.7
COc1ccc(S(=O)(=O)N2CCCC2C(=O)NCc2ccccc2Cl)cc1 (configuration not stated)	-2.8	2.2	1.5	0.5	2.1	-0.8	2.5	-0.9	-3.4	16.1
CCn1c(SCC(=O)N/N=C/c2ccc(C)o2)nnc1-c1ccc(C)cc1	8.3	·	2.3	2.7	3.0	-2.3	0.8	1.7	-0.4	-5.7
CC(C)NC(=O)NC(=O)CSc1ccc(S(=O)(=O)N2CCOCC2)cn1	4.9	-1.5	-8.5	·	0.5	-2.3	1.9	·	-19.2	7.6
